Screens deposited in PubChem by National Center for Advancing Translational Sciences (NCATS).
UDG counterscr: blocks uracil-DNA glycosylase in AID counter-screen. FRET deamination/UDG coupled assay, UDG read, 4 h. Potency, µM (doses to about 115 µM), for the others: top-dose activity change, negative = inhibition, most hits filed as inhibitors. 91,000 tested, 0.14% active. AID 1347430; further: nearly all actives have a fitted effect of over 65% in size
AID inh: activation induced cytidine deaminase inhibition | Q9GZX7 | AID deamination FRET fluorescence, UDG-coupled, 4 h | 91,000 tested, 0.32% active | Potency, µM (doses to about 115 µM), for inactives: top-dose activity change, negative = inhibition, actives largely listed as inhibitors; further: nearly all actives have a fitted effect of over 25% in size
Target sequence (Q9GZX7 whole entry, looked up): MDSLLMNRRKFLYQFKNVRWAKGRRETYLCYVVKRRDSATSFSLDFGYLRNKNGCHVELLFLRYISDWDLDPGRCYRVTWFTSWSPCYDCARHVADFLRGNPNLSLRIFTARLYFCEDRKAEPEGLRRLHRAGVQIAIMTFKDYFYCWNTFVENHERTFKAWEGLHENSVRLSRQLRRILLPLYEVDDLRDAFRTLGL
* = called active by the depositor; ? = inconclusive; [ ] = dose if it differs, or a comment. The call rests on the fitted dose curve; in most records, active means well fitted curve in the direction sought with a large enough effect; inconclusive means small, poorly fitted or top-dose-only effect, or another doubt; inactive means no such curve, though single readings can be large; an effect the other way counts as inactive or inconclusive. On the % scale 0 is the no-effect control and ±100 the full control effect; potency means the concentration at half of the fitted maximal effect. The list is partial (hit frequency here may not be typical).

SMILES	UDG counterscr	AID inh
CCC1CN(C(=O)N2CCC(C(=O)NCc3ccccc3C)CC2)c2ccccc2O1 (stereo not drawn)	2%[57.5 µM]	-15%
O=C(Oc1ccc(F)cc1)c1nc(SCc2ccccc2F)ncc1Cl	-2%	-14%
Cc1ccc(Cn2nc(C)c(NC(=O)COCc3cc(-c4cccs4)on3)c2C)cc1	-4%	-1%
O=C(Nc1c(O)c2ccccc2oc1=O)c1ccccc1Cl	3%	21%
Cc1cc(-c2ccc(S(=O)(=O)Nc3cc(Cl)ccc3C)s2)on1	4%	-7%
Cc1ccc(C)c(CN2C(=O)c3ccccc3S(=O)(=O)c3ccc(C(=O)N4CCN(c5ccccn5)CC4)cc32)c1	-16%	-7%
Cc1cc(C)c2nc(N(Cc3cccnc3)C(=O)Cc3ccccc3)sc2c1	15%	-21%
Cc1cccc2c(=O)c(-c3ccccc3)c(NC(=O)c3ccccc3)oc12	0%	-8%
Cc1cc(C(=O)COC(=O)Cc2n[nH]c(=O)c3ccccc23)c(C)n1C1CC1	3%	-1%
O=C(c1cc2c(s1)-c1ccc(Cl)cc1SC2)N1CCC(Cc2ccccc2)CC1	-14%	-15%
CCc1ccc(Cn2c(CNS(=O)(=O)c3ccc4c(c3)CCCC4)nc3cccnc32)cc1	4%	3%
CCOc1ccccc1N(C)C(=O)Cn1cnc2onc(-c3ccc(F)cc3)c2c1=O	7%	13%
Cc1ccc(-n2c3nc(=O)[nH]c(=O)c-3cc3c(C)nn(-c4ccccc4)c32)c(C)c1	-10%	-5%
CC(C)(C)OC(=O)N1CCC(c2c(C(=O)NCCN3CCOCC3)cnn2-c2cccc(F)c2)CC1	-1%	6%
CC/C=C(/C)C(=O)NC(C)c1ccncc1 (stereo not drawn)	-9%	-6%
Cc1cc(C)cc(NC(=O)C(c2ccccc2)n2cnc3c2c(=O)n(C)c(=O)n3C)c1 (stereo not drawn)	2%	-9%
Fc1cc(CSc2nnc(C3CC3)n2C2CC2)c2ncccc2c1	-5%	-4%
CC/C(C)=N/NC(=O)C(c1ccccc1)c1ccccc1	4%	2%
CC(C)c1nn2c(=O)cc(COC(=O)c3ccccc3NC(=O)COc3ccccc3)nc2s1	0%	71%[activator]
CCC(=O)N1CCc2cc(S(=O)(=O)NC(C(=O)NCCc3ccc(C)cc3)C(C)C)ccc21 (stereo not drawn)	-11%	-2%
Cc1ccc(NC(=O)CSc2nc3c([nH]c4ccccc43)c(=O)n2-c2ccccc2)cc1Cl	-11%[57.5 µM]	5%
COc1ccc(C)cc1NC(=O)C1CCN(S(=O)(=O)c2cccc3nonc23)CC1	2%	18%
CCN1C(=O)C(O)(c2c[nH]c3ccccc23)c2ccccc21 (stereo not drawn)	-2%	-10%
O=C(c1ccccc1)n1nc(NCc2cccs2)nc1NCc1cccs1	-9%	-6%
Oc1ccccc1C=Nc1ccc(Cl)c(C(F)(F)F)c1	-4%	-5%
CN(C)S(=O)(=O)c1ccc(Cl)c(NC(=O)COC(=O)c2nn(C)c(=O)c3ccccc23)c1	0%	-6%
CCc1ccc(Cn2c(CNS(=O)(=O)c3ccc([N+](=O)[O-])cc3)nc3cccnc32)cc1	5%	-11%
O=C(c1cnccn1)N(Cc1ccccc1)c1ccccc1	-1%	13%
Cc1ccc(C(=O)OCc2cc(=O)n3nc(CC(C)C)sc3n2)cc1	6%	5%
COc1ccc(CCC(=O)NCCc2csc(-c3ccc(C(F)(F)F)cc3)n2)cc1	1%	-13%

Look-ups from the list:
AID inh result of COc1ccc(C)cc1NC(=O)C1CCN(S(=O)(=O)c2cccc3nonc23)CC1 stands at 18%
AID inh result of CCN1C(=O)C(O)(c2c[nH]c3ccccc23)c2ccccc21 (stereo not drawn) stands at -10%

More results.
SMILES	UDG counterscr	AID inh
C#CC(C)(CC)NC(=O)Cn1nnc(-c2ccc(OCc3ccccc3C)cc2)n1 (stereo not drawn)	-8%[57.5 µM]	-13%
CC(=O)Nc1ccc(OC/C=C/c2ccccc2)cc1	-3%	-6%
CCOc1ccccc1C(=O)Nc1nnc(C2CC2)s1	1%	0%
CCOc1cc(/C=C/c2nc3ccccc3o2)ccc1O	-5%	-2%
Cc1ccc(CN2CCC(CNC(=O)Nc3ccccc3F)CC2)cc1	0%	?
Cc1cc(-n2c(C)nc3ccccc3c2=O)ccc1NC(=O)c1ccccc1[N+](=O)[O-]	-14%	1%
CCOc1ccc(-c2c(C)nn3c(C)c(C(=O)NC(C)c4ccccc4)cnc23)cc1OCC (stereo not drawn)	?	-12%
CS(=O)(=O)NC1CCCN(C(=O)c2ccc(Cl)cc2F)C1 (stereo not drawn)	12%	3%
O=C(OCC(=O)c1ccc[nH]1)c1cccc(S(=O)(=O)Nc2ccc(F)cc2)c1	3%	14%
CNC(=O)NC(=O)CSc1nnc(-c2ccncc2)n1CC(F)(F)F	7%	17%
COc1ccccc1NC(=O)c1ccc(COc2ccc(C)c(C)c2)o1	-4%	?
COc1cc(NC(=O)Nc2cccc(-c3noc(C)n3)c2)cc(OC)c1OC	-22%	1%
Fc1ccc(Nc2nc(-c3cccc(Cl)c3)c3c(n2)-c2ccccc2OC3)c(F)c1	-7%	2%
C=C(C)Cn1c(Br)nc2c1c(=O)n(C)c(=O)n2C	-3%	-1%
Nc1nnnn1Cc1nnc(SCc2ccccc2Cl)n1-c1ccccc1	1%	-2%
O=C(CSc1nnc2[nH]c(=O)cc(-c3ccccc3)n12)Nc1ccccc1C(F)(F)F	5%	-21%
CCCNC(=S)NNC(C)=O	-3%	-5%
COc1ccc2c(CNCCc3ccccc3C)c(C(=O)O)n(Cc3ccccc3C)c2c1	-9%	52%
CN(CC(=O)Nc1cccc(F)c1)C(=O)c1cccc(C(=O)N(C)CC(=O)Nc2cccc(F)c2)n1	0%	-4%
COc1cc(C2Nc3c(C)cc(C)cc3-c3cc(C)nn32)cc(OC)c1O (stereo not drawn)	-12%	-13%
COc1cc2c(cc1OCc1ccccc1)-c1nnc(-c3ccccc3)n1C(C)(C)C2	9%	10%
Cc1cc(C(C#N)c2ccc(Cl)cc2)c(Cl)cc1NC(=O)CCCc1ccccc1 (stereo not drawn)	2%	11%
CCCCN(C)C(=O)Cn1c(SCC(=O)Nc2ccc(C)c(C)c2)nc2ccccc21	-11%	5%
CCOC(=O)C1CCCN(C(=O)c2[nH]c3ccccc3c2Sc2ccc(Cl)cc2)C1 (stereo not drawn)	-18%	?
Cc1nn(Cc2ccccc2)c(C)c1NC(=O)COCc1cc(-c2ccco2)on1	-6%	5%
CC1=C/C(=N\Nc2nc(Cl)c(Cl)cc2Cl)CC1	2%	-11%
Cc1cc(C)c2c(=O)c3c(oc2c1)C(=O)N(Cc1ccco1)C3c1ccc(F)cc1 (stereo not drawn)	1%	14%
O=S(=O)(Nc1ccccc1F)c1ccc(-c2cnc(C3CC3)o2)cc1	-5%	-2%
N#C/C(=C/c1ccccc1OC(F)F)c1ccccn1	5%	-3%
Cc1c(C(=O)OCCOc2ccccc2)sc(=S)n1C	-6%	-11%

19 structures already listed, sorted by heavy-atom count, high to low:
SMILES	UDG counterscr	AID inh
CN(CC(=O)Nc1cccc(F)c1)C(=O)c1cccc(C(=O)N(C)CC(=O)Nc2cccc(F)c2)n1	0%	-4%
CCOc1ccc(-c2c(C)nn3c(C)c(C(=O)NC(C)c4ccccc4)cnc23)cc1OCC (stereo not drawn)	?	-12%
CCc1ccc(Cn2c(CNS(=O)(=O)c3ccc4c(c3)CCCC4)nc3cccnc32)cc1	4%	3%
CN(C)S(=O)(=O)c1ccc(Cl)c(NC(=O)COC(=O)c2nn(C)c(=O)c3ccccc23)c1	0%	-6%
CCCCN(C)C(=O)Cn1c(SCC(=O)Nc2ccc(C)c(C)c2)nc2ccccc21	-11%	5%
COc1ccc(C)cc1NC(=O)C1CCN(S(=O)(=O)c2cccc3nonc23)CC1	2%	18%
O=C(c1cc2c(s1)-c1ccc(Cl)cc1SC2)N1CCC(Cc2ccccc2)CC1	-14%	-15%
COc1cc(NC(=O)Nc2cccc(-c3noc(C)n3)c2)cc(OC)c1OC	-22%	1%
COc1cc(C2Nc3c(C)cc(C)cc3-c3cc(C)nn32)cc(OC)c1O (stereo not drawn)	-12%	-13%
O=C(Oc1ccc(F)cc1)c1nc(SCc2ccccc2F)ncc1Cl	-2%	-14%
O=S(=O)(Nc1ccccc1F)c1ccc(-c2cnc(C3CC3)o2)cc1	-5%	-2%
Fc1cc(CSc2nnc(C3CC3)n2C2CC2)c2ncccc2c1	-5%	-4%
Cc1cc(-c2ccc(S(=O)(=O)Nc3cc(Cl)ccc3C)s2)on1	4%	-7%
O=C(c1cnccn1)N(Cc1ccccc1)c1ccccc1	-1%	13%
CS(=O)(=O)NC1CCCN(C(=O)c2ccc(Cl)cc2F)C1 (stereo not drawn)	12%	3%
CCOc1ccccc1C(=O)Nc1nnc(C2CC2)s1	1%	0%
C=C(C)Cn1c(Br)nc2c1c(=O)n(C)c(=O)n2C	-3%	-1%
CC1=C/C(=N\Nc2nc(Cl)c(Cl)cc2Cl)CC1	2%	-11%
CC/C=C(/C)C(=O)NC(C)c1ccncc1 (stereo not drawn)	-9%	-6%

(list continues)
SMILES	UDG counterscr	AID inh
CC(C)C(=O)NNC(=O)c1ccc(F)cc1	12%	6%
Oc1cc2c(cc1O)CN(C(=S)NCCc1ccc(Cl)cc1)CCC2	-7%	-11%
Cc1cccc(C(=O)Nc2ccc(OC(=O)c3ccc4c(c3)NC(=O)CCS4)cc2)c1	2%	1%
CCCNC(=O)c1cc2n(n1)CCCN(Cc1ccc(C)cc1)C2=O	-13%	5%
CCCc1cc(=O)oc2c(C)c(OCC(=O)NC3CC(C)(C)NC(C)(C)C3)ccc12	6%	6%
COc1ccc2ncc3c(-c4ccc(C)c(C)c4)nn(CC(=O)Nc4ccccc4)c3c2c1	27%	22%
Cc1ccc(C)c(CN2C(=O)c3ccccc3S(=O)(=O)c3ccc(C(=O)N4CCc5ccccc54)cc32)c1	-13%	1%
CC(NC(=S)NNC(=O)CCc1ccccc1)c1ccccc1 (stereo not drawn)	-4%	0%
Cc1ccc2c(=O)cc(C(=O)NCc3ccccc3)oc2c1	-4%[57.5 µM]	13%[57.5 µM]
COc1ccc(-n2cc(-c3ccc4c(c3)OCO4)n(CC(=O)Nc3cc(Cl)ccc3C)c2=O)cc1	3%	-11%
O=[N+]([O-])c1ccc(N/N=C/c2cccs2)c(S(=O)(=O)Nc2ccccc2Cl)c1	7%	-11%
O=C(CSc1nc2cc(Cl)ccc2s1)NC1CCCCC1	-1%	-7%
CC(=O)c1c(C)[nH]c(C(=O)C(C)Oc2ccc(C(=O)c3ccc(F)cc3)cc2)c1C (stereo not drawn)	3%	-5%
Cc1nc2ccccn2c(=O)c1NC(=O)c1ccc(C(F)(F)F)cc1	-1%	-7%
Fc1ccc(CN(Cc2cccs2)C2CC2)cc1	1%	4%
CCc1ccc(NC(=O)CC2C(=O)N(c3cccc(C)c3)C(=O)N2Cc2cccs2)cc1 (stereo not drawn)	-1%[57.5 µM]	5%
O=C(c1cccs1)N(Cc1cccnc1)c1nc2c(Cl)cccc2s1	?	?
Cc1ccc(-c2noc(-c3ccc(NC4CCCC4)c([N+](=O)[O-])c3)n2)cc1	-4%	4%
CC(C)Sc1nc2sc3c(c2c(=O)n1-c1ccccc1)CCCC3	-9%	?
C/C(=N/O)c1cc(C(C)(C)C)cc2c1CCC2(C)C	-11%	-15%
CSc1cccc(NC(=O)c2cccc(C)c2)c1	8%	-1%
COc1ccc(NC(=O)C2CCCN(S(=O)(=O)c3c(C)[nH]c(=O)[nH]c3=O)C2)cc1 (stereo not drawn)	3%	18%
COc1ccc2oc(C(=O)OC(C)C#N)c(C)c2c1 (stereo not drawn)	7%	-4%
CCSc1nc2c([nH]c3ccccc32)c(=O)n1-c1ccc(OC)cc1	0%	-8%
